ROC1-CUL1 inh: inhibitors of human ROC1-CUL1 ubiquitin ligase activity | P62877+Q13616 | inhibition, % at 10 µM | AID 1347404 | 140,000 tested, 0.6% active | in vitro K48 di-Ub FRET, acceptor:donor ratio, 45 min; in the data active means inhibition above about 25%
Target sequence (P62877 whole entry, looked up): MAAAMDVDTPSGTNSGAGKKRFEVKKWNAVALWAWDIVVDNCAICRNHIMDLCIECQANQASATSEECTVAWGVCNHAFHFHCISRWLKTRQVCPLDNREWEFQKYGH
Target sequence (Q13616 whole entry, looked up): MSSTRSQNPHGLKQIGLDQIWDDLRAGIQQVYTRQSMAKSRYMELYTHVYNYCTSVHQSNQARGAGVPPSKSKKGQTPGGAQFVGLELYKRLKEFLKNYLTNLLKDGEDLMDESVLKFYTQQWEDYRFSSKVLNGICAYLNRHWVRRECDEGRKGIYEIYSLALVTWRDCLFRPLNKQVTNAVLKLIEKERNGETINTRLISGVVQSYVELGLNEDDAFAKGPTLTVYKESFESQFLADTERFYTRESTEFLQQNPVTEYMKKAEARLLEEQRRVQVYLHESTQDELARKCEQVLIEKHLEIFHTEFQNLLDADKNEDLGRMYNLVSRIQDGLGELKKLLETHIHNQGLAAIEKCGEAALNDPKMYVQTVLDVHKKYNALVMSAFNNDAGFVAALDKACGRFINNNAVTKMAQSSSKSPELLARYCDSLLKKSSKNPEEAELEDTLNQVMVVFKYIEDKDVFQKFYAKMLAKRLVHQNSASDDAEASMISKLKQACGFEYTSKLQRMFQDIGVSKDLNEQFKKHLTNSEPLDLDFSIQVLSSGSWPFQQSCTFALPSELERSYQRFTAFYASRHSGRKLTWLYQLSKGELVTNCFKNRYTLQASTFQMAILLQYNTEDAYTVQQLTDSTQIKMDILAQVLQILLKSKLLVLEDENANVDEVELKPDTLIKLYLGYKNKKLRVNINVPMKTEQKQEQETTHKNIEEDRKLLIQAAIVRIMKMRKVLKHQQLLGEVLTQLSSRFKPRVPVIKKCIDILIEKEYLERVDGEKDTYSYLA
* hit, by the source's call.

compound | ROC1-CUL1 inh
Cc1nc(C23CC4CC(CC(C4)C2)C3)cs1 | -4.1
CC1CCN(S(=O)(=O)c2ccc3c(c2)c(=O)c(C(=O)NC(C)c2ccccc2)cn3C)CC1 (stereo not given) | -3.4
O=C(O)c1ccc(Nc2nc3ccccc3n3cnnc23)cc1 | 5.0
COc1ccccc1CNC(=O)Nc1ccc2c(c1)N(C)C(=O)c1ccccc1S2 | -0.4
N#Cc1cnn(-c2ccc(Cl)nn2)c1N | 1.0
O=C1c2[nH]nc(-c3ccccc3O)c2C(c2cccc(Br)c2)N1Cc1ccncc1 (stereo not given) | 0.9
CC(C)Oc1ccc(C(=O)N2CCC(C(=O)O)CC2)cc1 | 1.8
CCOC(=O)c1ccc(NC(=O)CSc2nccn2-c2ccc(OCC)cc2)cc1 | 5.5
O=c1c2ccccc2n2c(-c3cccc(F)c3)nnc2n1Cc1ccccc1 | -2.5
Cc1[nH]c2ccccc2c1C=Nc1ccc(O)cc1 | -7.1
C=C(C)CN(CC)c1ccc(C(=O)N2CCC(Oc3cccnc3)CC2)cn1 | -9.2
CC1CCCN(c2nc(-c3ccccc3O)nc3ccccc23)C1 (stereo not given) | 0.5
Cc1cccc(NC(=O)C23CCC(C)(C(O)C2)C3(C)C)n1 (stereo not given) | 1.7
C#CCN(C(=O)c1cnoc1C)c1ccc(Cl)cc1 | 3.3
N#C/C(=C/c1ccncc1)C(=O)NCc1ccccc1 | 12.1
CO[C@H]1[C@H](NC(=O)c2ccncc2)c2ccccc2C12CCN(C(=O)C1=NN(C)C(=O)CC1)CC2 | 6.2
Cc1cc(NC(=O)Nc2ccccc2)n(-c2ccc(OC(F)(F)Cl)cc2)n1 | -11.4
Cc1ccc(C2NC(=O)c3ccccc32)cc1 (stereo not given) | 2.6
Cc1ccc(C2(C(F)(F)F)N=C3SC=C(c4ccc(Br)cc4)N3C(=O)N2)cc1 (stereo not given) | 12.3
Cc1cccc(NC(=O)c2cccc(C(=O)Nc3cccc(C)c3C)n2)c1C | 0.1
Cc1ccc(C(=O)CSc2nc(-c3ccc(C)cc3)cc(-c3ccccc3)c2C#N)cc1 | -7.7
O=C1CCCCN1CC(=O)N(CC1CCN(C2CCCC2)CC1)CC1CCCO1 (stereo not given) | -5.9
Cc1ccccc1C(=O)NC1(C(F)(F)F)NC(=O)N(c2ccc(Cl)cc2)C1=O (stereo not given) | -2.0
COc1nc(Nc2ccc(OC(F)(F)F)cc2)nc(NC(C)(C)C)n1 | -9.1
O=C(Cc1ccc(F)cc1)N1CCC(c2nc3c(nnn3Cc3ccc(Cl)cc3)c(=O)[nH]2)CC1 | 1.5
CC(=O)NC(C)c1ccc(-c2cccc(-c3ccn[nH]3)c2)cc1 (stereo not given) | -7.3
O=C(NC1CCCC1)c1ccc(CSc2nc3cccnc3n2Cc2ccccc2F)cc1 | 2.8
O=C1N(CCCc2ccccc2)CCCC1(O)CN1CCCCCC1 (stereo not given) | 3.9
CCc1nn2c(=O)cc(COC(=O)c3cccc(NC(=O)COc4ccccc4F)c3)nc2s1 | -15.6
COc1ccc(CCC2CCCN(C(=O)CN3CCCCC3=O)C2)cc1 (stereo not given) | 3.8
COC(=O)C1C(=O)N(C)C(c2ccccc2)C1C(=O)OC (stereo not given) | -10.3
CCOC(=O)c1c(C)[nH]c(CCC(=O)NC(C)c2ccccc2)c1C (stereo not given) | -0.5
COC(=O)c1c(NC(=O)COc2ccc(C(C)C)cc2)sc2c1CCCC2 | -2.9
CCCn1cc(CN2C[C@H]3OC(=O)N(CCc4ccc(F)cc4)[C@H]3C2)c(C)n1 | -1.0
CC(=O)Nc1cc2c(s1)C1(CCCCC1)CC(=O)N2 | 4.2
COc1ccc2cc(-c3nnc(Nc4ccccc4)s3)c(=O)oc2c1 | 4.1
NS(=O)(=O)c1ccc(NC(=S)NCCc2ccc(Cl)cc2)cc1 | -4.7
Cc1ccc(NC(=O)Cn2cc(C(=O)c3ccco3)c3ccccc32)cc1C | -6.5
COc1ccc(C)cc1NC(=O)c1cc(S(=O)(=O)N2CCC(C)CC2)cn1C | 5.1
CCCOc1ccc(C(=O)NC)cc1Br | 0.9
Cc1ccc(O)c(NC(=O)CCS(=O)(=O)c2nc(-c3cccs3)cc(C(F)(F)F)n2)c1 | 17.0
O=C(CCCN1CCOC(c2ccccc2)C1)c1ccc(F)cc1 (stereo not given) | -9.1
CCOc1nc(N)nc(-c2ccccc2)c1-n1cncn1 | 3.6
O=C(Nc1ccc(Cl)c(C(F)(F)F)c1)c1ccc2c(c1)CCN2S(=O)(=O)c1ccccc1 | 0.7
CCC(C)(C)c1ccc(OCC(=O)Nc2ccc(C(=O)O)cc2)cc1 | 8.2
Nc1cc(Sc2ccc(Cl)cc2)cc([N+](=O)[O-])c1 | 8.3
COc1ccc2c(c1)CCc1c(C(=O)Nc3c(C)nn(Cc4ccccc4)c3C)noc1-2 | -4.7
CC(=O)Nc1ccc(N2N=C(C)CC2=O)cc1 | 28.4*
CCOC(=O)C1CCN(c2ncnc3c2nc2n3CCCCC2)CC1 | 8.5
CCN(CC)C(=O)c1sc(NC(=O)/C=C/c2ccc(C)cc2)c(C(N)=O)c1C | 11.4
COc1ccc(C)cc1NC(=O)c1ccc(NS(=O)(=O)c2c(C)noc2C)cc1 | 1.8
CC(C(=O)Nc1nc2ccccc2s1)(C(F)(F)F)C(F)(F)F | 7.4
CCOC(=O)c1c(-c2ccccc2)oc2ccc(N(C(C)=O)S(=O)(=O)c3ccc(CC)cc3)cc12 | 0.3
CC1CCN(S(=O)(=O)c2ccc3c(c2)C(=O)C(C(=O)NCc2ccc(F)cc2)C=N3)CC1 (stereo not given) | -5.0
CCOC(=O)CNC(=O)N1CCN(S(=O)(=O)c2ccc3c(ccn3C)c2)CC1 | -7.1
c1ccc(CN(Cc2cccs2)c2ncnc3c2oc2ccccc23)cc1 | 6.2
Cc1cc(C)cc(NC(=O)CSc2ccccn2)c1 | 1.1
CC(C)NCC(=O)N/N=C/c1ccc(OC2CSC2)cc1 | 0.7
Cc1cc(SC(C)C(=O)NCc2cc(=O)[nH]cn2)nc2ccccc12 (stereo not given) | -1.8
CN1C(=O)C2(SCC(=O)N2c2cccc(C(F)(F)F)c2)c2ccccc21 (stereo not given) | -10.2

Five compounds picked at random from those above, as already listed:
compound | ROC1-CUL1 inh
Nc1cc(Sc2ccc(Cl)cc2)cc([N+](=O)[O-])c1 | 8.3
CCOC(=O)CNC(=O)N1CCN(S(=O)(=O)c2ccc3c(ccn3C)c2)CC1 | -7.1
COc1ccc2c(c1)CCc1c(C(=O)Nc3c(C)nn(Cc4ccccc4)c3C)noc1-2 | -4.7
Cc1cc(C)cc(NC(=O)CSc2ccccn2)c1 | 1.1
CC(C)NCC(=O)N/N=C/c1ccc(OC2CSC2)cc1 | 0.7

Continuation.
compound | ROC1-CUL1 inh
CCN1CCCC1CNC1Cc2cc(Cl)ccc2Sc2ccccc21 (stereo not given) | 8.1
O=C(O)Cc1csc2nc(-c3ccccc3)cn12 | -4.6
COc1cc(NC(=O)c2ccccc2)ccc1NC(=O)c1cc2ccccc2o1 | 4.7
Cc1ccc(S(=O)(=O)Cc2ccc(C(=O)Nc3ccc(C)c(C)c3)cc2)cc1 | 5.6
O=C(NCc1noc2ccccc12)Nc1ccc(F)cc1F | 5.9
O=C(Cn1nc(-c2ccccc2)c2c(c1=O)CCCC2)Nc1ccc(F)c(Cl)c1 | 3.3
CN(CC(=O)N1CCSCC1)S(=O)(=O)c1ccccc1 | -11.3
COc1cccc(/C=c2/sc3n(c2=O)C(c2cccs2)C2=C(N=3)c3ccccc3CC2)c1O (stereo not given) | -6.8
Cc1c(CN2CCCC(N3CCC(CO)CC3)C2)c(=O)n(-c2ccccc2)n1C (stereo not given) | 3.8
Cc1cccc(OCc2nnc(SCC(=O)Nc3cc(C)ccc3C)o2)c1 | 12.0
CCOc1ccc2nc(SC3CC(=O)N(c4cc(OC)ccc4OC)C3=O)sc2c1 (stereo not given) | -3.1
CC(=O)N1CCC(N2CCc3onc(-c4ccc(-c5ccccc5)cc4)c3C2)CC1 | 2.1
COC(=O)c1ccc(-n2cc(-c3ccc(OC)cc3)[nH]c2=S)cc1 | -6.5
CN(C)C(=O)CCC(=O)N1CCc2[nH]nc(-c3ccc(Cl)cc3)c2C1 | -7.9
COC(=O)C1=C(C)N=C2CC(c3ccc(OC)cc3)C(C(=O)OC)C(=O)C2C1c1cccc(OC)c1 (stereo not given) | 6.0
CCc1cnc(-c2cccc(-c3ccn(Cc4ccncc4)n3)c2)nc1 | 3.0
O=C1/C(=C\c2cccs2)CCc2ccccc21 | -3.0
CCc1ccc(CNc2nnnn2C)cc1 | 7.8
CN1CC2=C(OC(=N)C(C#N)C2c2ccc(F)cc2)/C(=C/c2ccc(F)cc2)C1 (stereo not given) | 12.8
COc1ccc(-n2nnc(C(=O)Nc3cccc(Cl)c3C)c2C)cc1 | 19.1
CCOC(=O)CC1COCCN1C(=O)c1coc(CN2CCc3ccccc3C2)n1 (stereo not given) | -4.4
COC(=O)c1cnn(-c2nc3c(C)cccc3s2)c1C | 8.7
Cn1c(SCC#N)nc2c(c1=O)C1(CCCCC1)Cc1ccccc1-2 | -1.3
Cc1ccccc1CN1CCN(Cc2ccon2)CC1CCO (stereo not given) | 6.0
CCS(=O)(=O)Nc1cc(C(=O)N2CCN(CCOC)CC2)c2c(c1)nc(-c1ccccc1)n2C | 10.1
CCCC(=O)Nc1cccc(-c2cn3cccnc3n2)c1 | -1.9
CN(Cc1ccccc1)C1CCCN(C(=O)/C=C/c2ccccc2)C1 (stereo not given) | 5.8
CC(C)(C)NC(=O)c1ccc(F)c(S(=O)(=O)N2CCOCC2)c1 | -11.5
Cc1ccc2[nH]c3c(c2c1)CC/C(=C\c1ccccc1Cl)C3=O | 1.6
CC(C)(C)c1ccc(OCCCC(=O)Nc2ccc(S(=O)(=O)Nc3ncccn3)cc2)cc1 | 4.1
Cc1cc(/C=C2\C(=O)NC(=O)N(c3ccc(Cl)c(Cl)c3)C2=O)c(C)n1-c1cccnc1 | 39.7*
CCc1ccccc1N1C(=O)/C(=C/c2cccn2-c2ccc(Cl)cc2)C(=O)NC1=S | 36.4*
CC1CCN(c2ccc([N+](=O)[O-])cc2C=C2C(=O)NC(=O)NC2=O)C(C)C1 (stereo not given) | 2.5
Cc1cccc2sc(N(Cc3cccnc3)C(=O)Cc3ccccc3)nc12 | -6.6
Cc1ccc(NC(=O)c2cccc(NC(=O)c3ccccc3C(=O)O)c2)cc1C | 6.0
O=C(Cc1cccc([N+](=O)[O-])c1)NCc1nc2cccnc2n1Cc1ccc(F)cc1 | -4.5
S=C1NC2(CCCCC2)NN1c1ccccc1 | 1.5
O=c1nc2n(CCc3ccccc3)cc(-c3ccccc3)nc-2c(=O)[nH]1 | -4.6
CCOc1ccc(NC(=O)CCS(=O)(=O)c2ccc3c(c2)n(C)c(=O)c(=O)n3C)cc1 | 7.6
O=C(Cc1ccc2c(c1)OCO2)NC1CCCN(C2CCCCCC2)C1 (stereo not given) | 1.4
CSc1ncc(Cl)c(C(=O)Nc2ccc(S(=O)(=O)N3CCC(C)CC3)cc2)n1 | -3.6
COc1cccc(NC(=O)CSc2nnc3[nH]c(=O)cc(-c4ccccc4)n23)c1 | -3.0
CCc1ccc(NC(=O)C(=O)NCCc2sc(-c3ccc(OC)c(OC)c3)nc2C)cc1 | -3.0
Cn1cc(S(=O)(=O)c2ccccc2)c(=O)c2cc(F)c(N3CCCCC3)cc21 | 0.6
Cc1ccccc1CNC(=O)C(=O)NCC(c1ccc2c(c1)OCO2)N1CCOCC1 (stereo not given) | -8.2
CC(=O)NCCNc1nc2c(-c3cccc(C)c3)nnn2c2ccc(Cl)cc12 | -5.1
CCOc1ccc(NC(=O)c2cnc(N3CCCC3)nc2C)cc1 | -8.1
Cn1c(Cc2nc3ncccc3[nH]2)n[nH]c1=S | 2.7
COC(=O)c1cc(OC)c(OC)cc1NC(=O)Nc1ccc(OC)cc1 | -2.3
O=C(c1ccco1)N1CCN(C(=O)c2cc(F)c(F)cc2Cl)CC1 | 7.9
COc1ccc(-c2cc(C(=O)Nc3ccc(C#N)cc3)no2)cc1 | -0.4
Cn1cc(CN2CCCC(CO)(Cc3ccc(F)cc3)C2)c2ccccc21 (stereo not given) | -3.6
Cc1cnccc1-c1cccc(-c2ccn(C)n2)c1 | 2.5
CC(=O)c1ccc(N2CCN(C(=O)CCCn3c(=O)[nH]c4ccsc4c3=O)CC2)cc1 | -3.1
Cc1c(NC(=O)Cc2ccc(Cl)cc2)cccc1-c1nc2cccnc2s1 | 6.2
Cc1cc(C)c(/C=C/c2onc(C)c2S(=O)(=O)N2CCC(C(=O)N3CCN(c4ccccc4)CC3)CC2)c(C)c1 | 13.2
CCc1nc(SCC(=O)c2ccc(C(C)C)cc2)n[nH]1 | -5.6
CCC(=O)N1CCc2cc(CNS(=O)(=O)c3ccc(Br)s3)ccc21 | 2.3
COC(=O)[C@@H]1C(=O)CCC2CCCC[C@H]21 (stereo not given in full) | 5.4
CC(C)(C)c1ccc(OCC(=O)Nc2nnc(SCc3ccc(F)cc3)s2)cc1 | 5.8

Further structures follow.
compound | ROC1-CUL1 inh
CC(=O)NCCNC(=O)C1(N(C)Cc2ccccc2)Cc2ccccc2C1 | -2.8
Fc1ccc(Oc2ccc(Cl)nn2)cc1Cl | -5.5
Clc1cccc(Cl)c1N/N=C/C1=NCCCCC1 | 11.4
O=C(OCc1ccccc1)c1nn(-c2ccccc2)c(-c2ccccc2)c1C(=O)c1ccccc1 | -10.2
COc1ccc(-c2cnc(C)o2)cc1S(=O)(=O)Nc1ccc(NC(C)=O)cc1 | -1.5
COc1ccc(-c2c3c(nc4sc5c(=O)[nH]c(C)nc5c24)CCC3)cc1 | 5.2

Screening data (PubChem BioAssay)

These rows are one share of the data; the hit share may differ from the screen's.
